ROC1-CUL1 inh: inhibitors of human ROC1-CUL1 ubiquitin ligase activity; E3 ubiquitin-protein ligase RBX1 (Homo sapiens) + Cullin-1 (Homo sapiens), P62877+Q13616; in vitro K48 di-Ub FRET, acceptor:donor ratio, 45 min; hit rate 0.6% among 140,000; inhibition, % at 10 µM; in the data active means inhibition above about 25%
Target sequence (P62877 whole entry, looked up): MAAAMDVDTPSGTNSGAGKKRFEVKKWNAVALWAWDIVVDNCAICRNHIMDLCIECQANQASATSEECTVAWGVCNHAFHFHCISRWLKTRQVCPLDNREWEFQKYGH
Target sequence (Q13616 whole entry, looked up): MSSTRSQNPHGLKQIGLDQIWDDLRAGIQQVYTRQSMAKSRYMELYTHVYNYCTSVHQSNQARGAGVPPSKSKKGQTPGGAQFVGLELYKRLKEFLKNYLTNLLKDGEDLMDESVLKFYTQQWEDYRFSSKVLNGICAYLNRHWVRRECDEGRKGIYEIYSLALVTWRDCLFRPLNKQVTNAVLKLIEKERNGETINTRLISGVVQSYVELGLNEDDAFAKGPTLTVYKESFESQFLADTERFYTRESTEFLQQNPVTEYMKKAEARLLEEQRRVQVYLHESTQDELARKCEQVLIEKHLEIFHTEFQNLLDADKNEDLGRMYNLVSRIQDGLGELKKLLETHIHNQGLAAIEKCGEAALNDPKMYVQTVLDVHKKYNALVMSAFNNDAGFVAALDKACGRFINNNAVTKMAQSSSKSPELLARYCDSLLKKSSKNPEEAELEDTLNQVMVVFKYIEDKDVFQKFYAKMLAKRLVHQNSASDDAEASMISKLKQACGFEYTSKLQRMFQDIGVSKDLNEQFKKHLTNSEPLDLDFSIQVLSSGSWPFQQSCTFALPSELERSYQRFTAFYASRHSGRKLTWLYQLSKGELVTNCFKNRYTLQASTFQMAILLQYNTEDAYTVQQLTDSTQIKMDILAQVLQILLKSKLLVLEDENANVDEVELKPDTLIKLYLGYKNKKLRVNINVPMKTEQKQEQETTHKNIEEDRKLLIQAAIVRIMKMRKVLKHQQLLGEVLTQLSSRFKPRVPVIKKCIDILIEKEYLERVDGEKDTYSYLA
Numbers without * were called inactive. Only part of the results is shown; count on the stated rates, not on these rows.

mol,ROC1-CUL1 inh
CC(=O)NS(=O)(=O)c1ccc(NC(=O)c2cccn(Cc3ccc(Cl)cc3)c2=O)cc1,19
CN(C)C(=O)Oc1cccc(OCc2c[n+]3ccccc3n2C)c1,13
CC1CCC2(C)C3=C(CCCC3)CCN2C1 (stereo not drawn),-10
CCN1CCN(C(=O)c2ccc(N3CCC(NC(C)Cc4ccccn4)CC3)cc2)CC1 (stereo not drawn),7
CN(C)C(=O)Oc1c(/C=C/C2=CCCCCC2)sc2ccccc12,0
OCCCNc1c2c(nc3ccccc13)CCCC2,4
Clc1ccc2c(c1)C(c1ccccc1Cl)=NCc1nnc(CSCc3ccco3)n1-2,4
O=c1c2ccccc2nc(N2CCOCC2)n1-c1cccc(Cl)c1,-1
Cc1ccsc1C(=O)C1CCCN(Cc2cnn(C)c2)C1 (stereo not drawn),-5
C1CN(C23CC4CC(CC(C4)C2)C3)CCN1,-10
CC(=O)N(C)c1ccc2n(C)c(-c3ccc(OC(=O)N(C)C)cc3)c[n+]2c1,-4
Cc1ccc(-c2nc3ccccc3c(=O)n2-c2nccs2)cc1,-5
CC1N=C(c2ccccc2)C2(c3ccccc3)C(C)N12 (stereo not drawn),7
Cc1ncc(-c2nc(-c3c(C)ncc4c3CCNC4)no2)[nH]1,-9
CC(NS(C)(=O)=O)c1nnc2n1-c1ccc(Cl)cc1C(c1ccccc1Cl)=NC2 (stereo not drawn),-4
CC(=O)Nc1ccc(C2N3CCCN23)cc1 (stereo not drawn),0
N#CC1C(=N)Oc2c(c(=O)oc3ccccc23)C1c1ccsc1 (stereo not drawn),-6
CCOC1Oc2ccc(OS(C)(=O)=O)cc2C1(C)C (stereo not drawn),-3
CC(C)N1C(=O)CC2(CC[N+](C)(CCOC(=O)C(O)(c3ccccc3)c3ccccc3)CC2)C1=O (stereo not drawn),-1
O=C1N(CC2CC2)CCCC12CCN(Cc1ccccn1)C2 (stereo not drawn),-2

Looked up by compound from above:
mol,ROC1-CUL1 inh
OCCCNc1c2c(nc3ccccc13)CCCC2,4
CC(NS(C)(=O)=O)c1nnc2n1-c1ccc(Cl)cc1C(c1ccccc1Cl)=NC2 (stereo not drawn),-4
Cc1ccc(-c2nc3ccccc3c(=O)n2-c2nccs2)cc1,-5
CN(C)C(=O)Oc1cccc(OCc2c[n+]3ccccc3n2C)c1,13

Additional compounds:
mol,ROC1-CUL1 inh
Cc1nnc(N2CCN(C)CC2)[nH]c1=O,0
c1ccc2[nH]c(C3CCCNC3)nc2c1 (stereo not drawn),-2
CCCC(C)C1(CC)C(=O)NC(=Nc2ccc(OC)cc2)NC1=O (stereo not drawn),8
CC1(C)CN(c2ccccc2)C(=O)C1OC(=O)C1CC2c3ccccc3C1c1ccccc12 (stereo not drawn),-10
CN1CCN(c2oc(-c3ccc(COc4ccccc4)o3)nc2C#N)CC1,-1
Cc1ccc2c(c1)[C@@H]1CN(C)CC[C@H]1N2C(=O)C12CC3CC(CC(C3)C1)C2,2
Fc1ccc(/C=C/CN2CCN(CCOC3c4ccccc4CCc4ccccc43)CC2)cc1,2
CN1CCC(OC(=O)c2cccc(F)c2)CC1,0
CN1CC2c3ccccc3OC(c3ccccc3)C2([N+](=O)[O-])O1 (stereo not drawn),1
CCOC(=O)C1C(=N)Oc2c(c(=O)oc3ccccc23)C1c1cccc(Cl)c1 (stereo not drawn),-6
CCCOc1ccc(C2SCC(=O)Nc3c2c(C)nn3-c2cccc(C)c2)cc1OC (stereo not drawn),3
CC(=O)Nc1ccc2n(C)c(-c3cccc(OC(=O)N(C)C)c3)c[n+]2c1,2
Cc1ccc(S(=O)(=O)N2C3C4CCC(C4)C32)cc1 (stereo not drawn),-3
COc1ccc(SCC2CN(C)CCC2c2ccc(F)cc2)cc1 (stereo not drawn),0
O=C1NC(=O)C(CCc2ccncc2)(c2ccccc2)C(=O)N1,4
CCCc1nc2ccc(I)cc2c(=O)n1-c1ccccc1C(F)(F)F,-4
O=[N+]([O-])CC1C([N+](=O)[O-])C=Nc2nnnn21 (stereo not drawn),8
COCCN1CCN(c2nnc3n2-c2ccc(Cl)cc2C(c2ccccc2)=NC3)CC1,11
Cc1[nH]c2c(Br)cccc2c1CCN,6
O=[N+]([O-])CC1=NCCN1Cc1ccc(Cl)nc1,6

In the list so far, 2 have a furan ring, fused or not.
mol,ROC1-CUL1 inh
Clc1ccc2c(c1)C(c1ccccc1Cl)=NCc1nnc(CSCc3ccco3)n1-2,4
CN1CCN(c2oc(-c3ccc(COc4ccccc4)o3)nc2C#N)CC1,-1

Other structures:
mol,ROC1-CUL1 inh
O=C1NC(=O)N(Cc2ccc(F)cc2)C(=O)/C1=C\c1ccoc1,76*
CCOC(=O)C1=C(C(=O)OCC)C2(N=N1)C(=O)c1cccc3cccc2c13 (stereo not drawn),-5
Cc1cc(N(CCCl)CCCl)ccc1/C=N/N=C(\N)c1ccccn1,-6
CCN1CCC2(CC1)C(C#N)C(=O)NC(=S)C2C#N (stereo not drawn),-2
CN1CCN(Cc2ccc(F)cc2Cl)CC1CCO (stereo not drawn),0
O=C(c1cn(Cc2ccccc2F)nn1)N1C[C@H]2C[C@@H](C1)c1cccc(=O)n1C2,3
CN1CCC(c2ccccc2)CC1,4
C1N2C3NONC3N1C1NONC12 (stereo not drawn),9
COc1ccccc1NC(=O)N(Cc1ccc2c(c1)OCO2)C1CCN(Cc2ccccc2)CC1,4
COc1ccc(OP(=O)(Nc2ccccc2)Nc2ccccc2)cc1,-4
c1ccc(CNc2c3c(nc4ccccc24)CCC3)cc1,12
O=S1(=O)N(Cc2ccccc2Cl)CCCN1Cc1ccccc1Cl,-3
O=c1c2ccccc2nc(CNCc2ccc(F)cc2)n1-c1ccc(F)cc1,4
C=CCOC(=O)C1=C(C)OC(=N)C(C(=O)OC(C)C)C12C(=O)Nc1ccccc12 (stereo not drawn),8
Nn1c(CSc2nnc3n(N)cnn23)nnc1CSc1nnc2n(N)cnn12,-10
CC(Cc1cncs1)NC1CCN(c2ccc(CC(=O)NCCc3cccc(F)c3)cc2)CC1 (stereo not drawn),0
N#C/C(=C/c1ccccc1)C(=O)Nc1ccc(Cl)cc1C(=O)c1ccccc1,5
N#CC(C#N)=Cc1ccc([N+](=O)[O-])s1,27*
Cc1ccc(-n2c(-c3ccccc3O)nc3ccccc3c2=O)c(C)c1,-8
CN1CCN(C(=O)COc2ccc(Br)cc2)CC1,11

Additional structures follow.
mol,ROC1-CUL1 inh
C=CCN1CCN(C(=O)Cc2ccc(C)cc2)CC1,4
COc1ccc(/C=C2\C(=O)C3CCN2CC3)c(OC)c1,-3
CN(C)C(=O)Oc1ccc(-c2cn3cc(C(F)(F)F)ccc3n2)cc1,10
O=C(COc1ccccc1[N+](=O)[O-])N1CCN(CCc2ccncc2)CC1,2
CC1CN=C(Nc2ccccc2F)S1 (stereo not drawn),5
C=CC1CN2CCC1CC2[C@@H](O)c1cnc2ccc(OC)cc2c1 (stereo partly drawn),-4
CCCCCSc1cc(OC)c(CCNC)cc1OC,6
Clc1ccc(Cl)c(NC2=NCCCS2)c1,-1
COc1ccc([C@@H](O)[C@@H](N)c2ccccc2)cc1,-1
Cc1cccc(NC(=O)Cn2cc(C(=O)c3ccccc3)c3ccccc32)c1C,-2
COC(=O)CC1=C(C(=O)OC)C2(C(=O)N(Cc3ccccc3F)c3ccccc32)C(C#N)C(=N)O1 (stereo not drawn),4
CC(C)CC12CN3CCN(CC(C3)/C1=N/N)C2,6
CC(C)Cc1nc2cccnc2n1C1CCNCC1,-4
Clc1cncc(NC2=NCCN2)n1,-1
O=c1c2ccccc2ncn1-c1ccc([N+](=O)[O-])c(C(F)(F)F)c1,1
Cc1ccccc1-c1nc(CN2C(=O)CN=C(c3ccccc3)c3ccccc32)c(C)o1,2
COc1cc(CC2CC(C)=CCN2C)cc(OC)c1OC (stereo not drawn),12
COc1cccc(-n2c(/C=C/c3ccc(Br)cc3)nc3ccccc3c2=O)c1,1
CC1c2c(c3ccccc3oc2=O)Oc2ncn(N)c(=N)c21 (stereo not drawn),6
CCN1CCN(c2c(Cl)cccc2NC(=O)C(C)(C)C)CC1,3

Following part.
mol,ROC1-CUL1 inh
CN1CCc2nc3sc(C#N)c(N)c3c(-c3cccs3)c2C1,-12
COc1ccccc1/C=C/C=C1C(=O)NC(=O)NC1=O,2
c1ccc(-c2cn3cc(C4=NCCN4)ccc3n2)cc1,-8
[O-][n+]1onc2cc(Cl)c3nonc3c21,-7
N#CC1C(=N)Oc2c(c(=O)oc3ccccc23)C1c1ccc(Cl)cc1Cl (stereo not drawn),-3
CCOC(=O)C1N=C(c2ccccc2)SC12c1ccccc1-c1ccccc12 (stereo not drawn),8
Nc1nonc1-c1noc(-c2nonc2N)n1,2
C[C@H](N[C@H](C)[C@@H](O)c1ccccc1)[C@H](O)c1ccccc1,9
CN1CCCN(C(=O)Cc2ccc(Br)cc2)CC1,5
Cc1ccc(C)c(OCC#CCN2CCOCC2)c1C,5
Cn1c(=O)n(C)c2cc(CNCCc3ccccc3F)ccc21,4
CN(C)/C=C(\C(=O)c1ccc(F)cc1)c1nnnn1-c1ccc(Cl)cc1,3
O=[N+]([O-])c1ccc(CNCCc2cccc(Cl)c2)cc1,-4
Cc1cc(C=C2C(=O)NC(=S)NC2=O)c(C)n1-c1ccc2c(c1)OCO2,52*
O=C1NC(=O)N(c2ccccc2)C(=O)/C1=C\c1ccccc1,-10
Cc1cc(C)c(NC2=NCCCS2)cc1C,-4
Cc1c([N+](=O)[O-])c([N+](=O)[O-])nn1CC(=O)O,-13
N#CC1C(=N)Oc2c(c(=O)sc3ccccc23)C1c1ccc(F)cc1 (stereo not drawn),10
CCOCCOC(=O)C1C(=N)OC(C)=C(C(=O)OCC)C12C(=O)Nc1ccc(Br)cc12 (stereo not drawn),5
O=C1NC(=O)C(Br)(Br)C(=O)N1Cc1ccccc1,76*

New compounds follow:
mol,ROC1-CUL1 inh
CC(C)OC(=O)C1C(=O)NC2(C)CC1c1ccccc1O2 (stereo not drawn),3
CCS(=O)(=O)NCc1nnc2n1-c1ccc(Cl)cc1C(c1ccccc1Cl)=NC2,2
Cc1[nH]cnc1-c1nnc2n1-c1ccc(Br)cc1C(c1ccccc1Cl)=NC2,8
COc1ccc(CC2NCCc3cc(OC)c(OC)cc32)cc1OC (stereo not drawn),7
CCOC(=O)c1c(C)n(Cc2ccccc2)c2ccc(OCC(O)CNCc3ccccc3)cc12 (stereo not drawn),7
CCOc1cc(C2c3c(c4ccccc4oc3=O)OC(=N)C2C#N)ccc1OC(F)F (stereo not drawn),6
N=C1CC(=O)NC(=O)N1Cc1ccco1,-4
CCOC(=O)c1ccc2c(c1)C1C(Cl)C(Sc3ccccc3[N+](=O)[O-])CC1C(c1ccc(Cl)cc1Cl)N2 (stereo not drawn),1
CC(C)(C)OC(=O)C1C(=N)OC2=C(C(=O)CCC2)C12C(=O)Nc1ccc(Br)cc12 (stereo not drawn),-1
N#Cc1cccc(NC(=O)c2sc3nc4c(cc3c2N)N2CCC4CC2)c1,1
O=C1NC(=S)NC(=O)C1=Cc1cc(Br)ccc1OCc1ccc(Cl)cc1,-2
O=C(Cc1ccc(F)cc1)N1CCN(Cc2ccco2)CC1,5
CCOC(=O)C1C(=N)OC(C)=C(C(=O)OCCOC)C12C(=O)N(CC(=O)OC)c1ccccc12 (stereo not drawn),2
O=c1c2ccccc2nc(CSc2ncnc3nc[nH]c23)n1-c1ccc(Cl)c(Cl)c1,-11
CCN(CC)CCOc1ccc(CC(C)N(C)C)cc1 (stereo not drawn),1
Cc1nn(C)cc1/C=C1/CC2C3CC=C4CC(O)CCC4(C)C3CCC2(C)C1=O (stereo not drawn),3
O=C(Nc1ccon1)c1cccn(Cc2cccc(Cl)c2)c1=O,4
Cc1ccc2c(c1)c1c3n2CNCC3CCC1 (stereo not drawn),9
CC(Cc1ccccc1)NC(C)C(O)(c1ccccc1)c1ccccc1 (stereo not drawn),0
CCCCNc1nc(Cl)c(C#N)c2c1CN(C)CC2,4

An excerpt of these results, with each value named.
Cc1[nH]cnc1-c1nnc2n1-c1ccc(Br)cc1C(c1ccccc1Cl)=NC2
  ROC1-CUL1 inh: 8

COc1ccc(CC2NCCc3cc(OC)c(OC)cc32)cc1OC (stereo not drawn)
  ROC1-CUL1 inh: 7

The listing continues:
mol,ROC1-CUL1 inh
COCCOC(=O)C1=C(C)OC(=N)C(C(=O)OC)C12C(=O)Nc1ccc(Br)cc12 (stereo not drawn),-1
CCCCc1nn2c(=O)cc(COC(=O)Cc3ccccc3)nc2s1,-9
CC(=O)N1CCC(N2CCCC(C(=O)c3ccc(Cl)cc3)C2)CC1 (stereo not drawn),4
CC(C)(CNc1ccc([N+](=O)[O-])c2cccnc12)CNS(=O)(=O)c1ccc(Cl)cc1,6
COc1cccc(C(=O)C2CCCN(Cc3cnn(C)c3)C2)c1 (stereo not drawn),8
CC(Cc1cccnc1)NC1CCN(c2ccc(NC(=O)CCc3ccccc3)cc2)CC1 (stereo not drawn),-4
Cc1nnc(NC(=O)c2cccn(Cc3ccc(Cl)cc3)c2=O)s1,-10
COc1ccc(C=C2C(=O)NC(=O)NC2=O)cc1COc1ccc(F)cc1F,5
CCCC1=C(C(=O)OCC)C2(C(=O)Nc3ccccc32)C(C(=O)OC(C)(C)C)C(=N)O1 (stereo not drawn),3
CC(C)c1ccc(C2N3CCCN23)cc1 (stereo not drawn),7
CC(=O)Nc1ccc([N+](=O)[O-])c(Cl)c1,0

Screening data: PubChem BioAssay, Icahn School of Medicine at Mount Sinai
